Screening results as filed in PubChem BioAssay.
HTT aggregate: qHTS Multiplex Assay to Identify Dual Action Probes in a Cell Model of Huntington: Aggregate Formation (GFP) | PC12 HttQ103-GFP aggregates, Acumen cytometry, 40 h | Potency, µM (doses to about 46.1 µM), for the others: at the top dose activity change, negative = inhibition, hits mostly inhibitors | 220,000 tested, 1.1% active | AID 1688, 2009; note: potency is the fitted concentration of half-maximal effect; % is set by controls: 0 for no effect and ±100 for the full control effect; nearly all actives have a fitted effect of over 60% in size
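PC12 cells stably carrying ecdysone-inducible HTT exon 1 Q103–GFP were induced with tebufenozide (100 nM final) and treated with library compounds in titration. GFP aggregates in lysates were counted by laser scanning cytometry.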
LMNA splice mod: qHTS Assay for Modulators of Lamin A Splicing | 200,000 tested, 0.01% active | AID 1487, 2009 | Potency, µM (titrated, usually from 46.1 µM), for inactives: at the highest dose ratio change, negative = inhibition, usual class: inhibitors | HeLa LMNA splicing GFP/RFP minigene ratio, 48 h; active = well fitted inhibition curve with a large enough effect in the signal ratio, with a control signal flat, not every such curve was filed as active; inconclusive = small, poorly fitted or top-dose-only effect, or effect the other way, or a change in a side signal; the % refers to the signal ratio; note: potency is the fitted concentration of half-maximal effect; % is set by controls: 0 for no effect and ±100 for the full control effect
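Read-out is the ratio of GFP to DsRed2 object intensity, acquired by 488 nm laser-scanning cytometry on HeLa lamin A-EGFP minigene reporter cells. Compound incubation 48 hrs at 37 °C in Opti-MEM with 2% FBS; DMSO 0.5% final.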
aGlu spleen mod: qHTS Assay for Inhibitors and Activators of Human alpha-Glucosidase From Spleen Homogenate; AID 2112, 2009; 240,000 tested, 0.006% active; human spleen homogenate, 4-MU-alpha-glucoside fluorescence; Potency, µM (series often up to 79.9 µM), for inactives: at the top dose activity change, negative = inhibition, actives largely listed as inhibitors;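 note: potency is the fitted concentration of half-maximal effect; 0% = enzyme with vehicle and -100% = no enzyme basal signal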
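Human spleen homogenate (1 ug) incubated with compounds and 1 mM 4-methylumbelliferyl-alpha-D-glucopyranoside in pH 5.0 citrate/phosphate buffer, 37 C, 40 min. Stopped at pH 10; 4-MU fluorescence (Ex 365/Em 440 nm); AC50 by Hill fit.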
GAA glycogen: qHTS Assay for Inhibitors and Activators of Human alpha-Glucosidase Cleavage of Glycogen. 300,000 tested, 0.38% active. Potency, µM (titrated, usually from 76.4 µM), for the others: at the top dose activity change, negative = inhibition, most hits filed as inhibitors. recombinant GAA, glycogen substrate, Amplex Red glucose oxidase fluorescence;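 note: potency is the fitted concentration of half-maximal effect; 0% = full enzyme reaction and -100% = no-enzyme basal signal; the screen sought inhibitors and activators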
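Recombinant human alpha-glucosidase (4 nM final) hydrolysed bovine liver glycogen (30 ug) for 40 min at 37 C in pH 5.0 citrate/phosphate with 0.01% Tween-20. Released glucose detected by glucose oxidase/Amplex Red, Ex 573/Em 610 nm. Compounds up to 77 uM; AC50 from Hill fits.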
GAA inh: qHTS Assay for Inhibitors of Human alpha-Glucosidase as a Potential Chaperone Treatment of Pompe Disease; 200,000 tested, 0.005% active; Potency, µM (doses to about 76.9 µM), inactives show at the highest dose activity change, negative = inhibition, actives largely listed as inhibitors; purified human GAA, 4-MU-alpha-glucoside fluorescence; Lysosomal alpha-glucosidase (Homo sapiens), P10253;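 note: potency is the fitted concentration of half-maximal effect; plate controls were uninhibited enzyme wells for no effect and no-enzyme background for full effect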
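qHTS format, compound range up to 77 uM. Human lysosomal enzyme at 4 nM, 400 uM 4-MU glucoside substrate, pH 5.0, 20 min room temperature; fluorescence after alkaline stop gives activity normalized to controls.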
HTT ATP protect: qHTS Multiplex Assay to Identify Dual Action Probes in a Cell Model of Huntington: Cytoprotection (ATP); Potency, µM (top dose mostly 56.4 µM), without a hit: cytoprotection (ATP increase), most hits filed as activators; PC12 HTT-Q103 induced, cytoprotection, ATP luminescence, 40 h; 230,000 tested, 0.14% active;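 note: potency is the fitted concentration of half-maximal effect; % of control where 0% means no effect; nearly all actives have a fitted effect of over 45% in size; toxic huntingtin expression switched on by the ecdysone agonist tebufenozide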
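Compounds added alongside 100 nM tebufenozide, which induces toxic Q103 huntingtin exon 1-GFP in stable PC12 cells; surviving cells quantified by luminescent ATP measurement. Medium: phenol red-free DMEM, 5% equine and 5% calf serum.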
CBFb-RUNX1 inh: qHTS Assay for Compounds Blocking the Interaction Between CBF-beta and RUNX1 for the Treatment of Acute Myeloid Leukemia; Runt-related transcription factor 1 (Homo sapiens) + Core-binding factor subunit beta …; AlphaScreen CBFb-His/RUNX1-biotin binding, biochemical; Potency, µM (top dose mostly 59.8 µM), inactives show at the top dose activity, negative = inhibition, hits mostly inhibitors; 230,000 tested, under 10 active; note: % of control where 0% means no effect
Target sequence (Q01196 whole entry, looked up): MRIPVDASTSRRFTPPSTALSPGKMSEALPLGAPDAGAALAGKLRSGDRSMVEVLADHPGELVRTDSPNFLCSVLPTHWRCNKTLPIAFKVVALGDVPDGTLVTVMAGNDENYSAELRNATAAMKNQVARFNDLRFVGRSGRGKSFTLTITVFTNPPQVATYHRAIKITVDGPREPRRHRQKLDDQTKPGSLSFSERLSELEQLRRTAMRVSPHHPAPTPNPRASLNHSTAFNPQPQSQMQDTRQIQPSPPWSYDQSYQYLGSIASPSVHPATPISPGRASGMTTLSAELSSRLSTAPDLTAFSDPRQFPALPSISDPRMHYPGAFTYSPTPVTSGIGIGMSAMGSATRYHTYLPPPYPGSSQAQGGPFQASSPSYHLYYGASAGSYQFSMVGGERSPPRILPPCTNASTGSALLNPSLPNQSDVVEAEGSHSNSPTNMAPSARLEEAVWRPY
Target sequence (Q13951 whole entry, looked up): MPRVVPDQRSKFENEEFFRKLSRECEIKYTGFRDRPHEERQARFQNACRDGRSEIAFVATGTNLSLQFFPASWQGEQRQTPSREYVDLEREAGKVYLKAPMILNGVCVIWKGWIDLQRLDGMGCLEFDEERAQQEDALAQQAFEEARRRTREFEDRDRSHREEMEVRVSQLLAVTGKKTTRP
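AlphaScreen binding: CBFb-His and RUNX1-biotin (30 nM each) preincubated 20 min, compound added for 15 min, then nickel and streptavidin beads for 90 min, all at room temperature. Disruption of the interaction by any mechanism counts as activity.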
An asterisk follows results filed as active; ? = inconclusive; . = no result given; & = joins results of further samples; [ ] = remark or other dose. Unless noted, calls come from the whole dose curve; as a rule, active = well fitted curve in the direction sought with a large enough effect; inconclusive = small, poorly fitted or top-dose-only effect, or another doubt; inactive = no such curve, though single readings can be large; an effect the other way counts as inactive or inconclusive.

The line under a structure holds: HTT aggregate	LMNA splice mod	aGlu spleen mod	GAA glycogen	GAA inh	HTT ATP protect	CBFb-RUNX1 inh
> O=C(CCn1c(=O)[nH]c2ccsc2c1=O)N1CCc2ccccc2C1
→ 0.6%	10.4%	-2.2%	7.4%	-3.9%	20.4%[1.9 µM]	12.0%
> Cc1noc(C)c1COc1ccc(C(=O)Nc2ccccc2)cc1
→ -2.5%	?	-2.7%	5.7%	0.4%	-40.8%[inhibitor]	4.8%
> CCn1c2ccccc2c2cc(NC(=O)COc3ccccc3)ccc21
→ 1.3%	-6.9%	1.0%	-5.3%	-10.0%	1.2%[10 µM]	-1.1%
> O=S(=O)(c1cccc2cccnc12)N1CCN(c2ccccc2)CC1
→ -18.1%	-25.4%	1.6%	-12.2%	?	13.1%	-12.0%
> COc1ccc(S(=O)(=O)n2[nH]c(=O)c(CCO)c2C)c([N+](=O)[O-])c1
→ 1.8%	?	-14.6%	6.7%	0.0%	-33.0%	0.9%
> CC1Cc2nc(SCC(=O)Nc3ccc(F)cc3F)n(C)c(=O)c2S1 (stereo not drawn)
→ 6.1%[9.22 µM]	?	1.9%	-4.3%	-3.9%	-19.6%	1.4%
> Cc1ccccc1NC(=S)/C(=C(\[O-])c1cc(C)n(Cc2ccccc2Cl)c1C)[n+]1ccccc1
→ -29.6%	-8.4%[46 µM]	0.7%	-7.7%	0.1%	1.9%	-15.9%
> O=C(Cc1ncc(C(F)(F)F)cc1Cl)Nc1ccc(F)cc1
→ -18.7%	-13.0%	-17.2%	3.0%	-0.2%	9.0%[10 µM]	19.0%
> CCCCC(=O)Nc1ccccc1C#N
→ 9.9%	-10.2%	-2.3%	-2.0%	-2.2%	-3.0%[0.074 µM]	11.9%
> Cc1ccc(-c2nc(C)c(C(=O)O)s2)cc1
→ -5.3%	.	-3.4%	1.7%	?	-119.1%[inhibitor]	4.2%
> O=S1(=O)N=C(N/N=C/c2ccccn2)c2ccccc21
→ -11.6%	-10.8%	-8.8%	?	-2.4%	16.9%[10 µM]	?
> CCC(CC)NC(=O)COC(=O)c1ccc(OCc2ccc(C(C)=O)cc2OC)c(OC)c1
→ 18.0%	12.7%	2.8%	2.3%	3.9%	-6.6%[10 µM]	6.5%
> C/C(Nc1cccc(F)c1)=C(/C#N)C(N)=O
→ -11.5%	-7.6%	-1.6%	3.3%	-1.3%	26.0%[10 µM]	9.0%
> COc1cc(C(=O)N2CCN(C/C=C/c3ccccc3)CC2)cc(OC)c1OC
→ 20.4%	-20.0%	-3.0%	9.5%	4.7%	11.0%[10 µM]	13.3%
> CCCN(CCC)C(=O)Cn1c(=O)n(CCCCC(=O)NC2CCCC2)c(=O)c2ccccc21
→ 12.4%	5.8%	-4.8%	-12.8%	5.5%	38.3%[10 µM]	16.7%

Compound profiles, from the list above. Values in the order: HTT aggregate	LMNA splice mod	aGlu spleen mod	GAA glycogen	GAA inh	HTT ATP protect	CBFb-RUNX1 inh
`CCn1c2ccccc2c2cc(NC(=O)COc3ccccc3)ccc21` across the screens: 1.3%	-6.9%	1.0%	-5.3%	-10.0%	1.2%[10 µM]	-1.1%
`Cc1noc(C)c1COc1ccc(C(=O)Nc2ccccc2)cc1` across the screens: -2.5%	?	-2.7%	5.7%	0.4%	-40.8%[inhibitor]	4.8%
`O=S(=O)(c1cccc2cccnc12)N1CCN(c2ccccc2)CC1` across the screens: -18.1%	-25.4%	1.6%	-12.2%	?	13.1%	-12.0%

An excerpt of these results, tab-delimited.
Structure	HTT aggregate	LMNA splice mod	aGlu spleen mod	GAA glycogen	GAA inh	HTT ATP protect	CBFb-RUNX1 inh
CC1Cc2nc(SCC(=O)Nc3ccc(F)cc3F)n(C)c(=O)c2S1 (stereo not drawn)	6.1%[9.22 µM]	?	1.9%	-4.3%	-3.9%	-19.6%	1.4%
Cc1ccccc1NC(=S)/C(=C(\[O-])c1cc(C)n(Cc2ccccc2Cl)c1C)[n+]1ccccc1	-29.6%	-8.4%[46 µM]	0.7%	-7.7%	0.1%	1.9%	-15.9%

Next section
The line under a structure holds: HTT aggregate	LMNA splice mod	aGlu spleen mod	GAA glycogen	GAA inh	HTT ATP protect	CBFb-RUNX1 inh
> Cn1[nH]c(-c2ccccc2)c(/C=N/O)c1=O
→ 13.6%	18.2%[9.22 µM]	.	-15.3%	-5.4%	-2.6%	-2.0%
> COc1cc(-c2nc(-c3ccc(NC(=O)c4ccc(Br)o4)cc3)no2)cc(OC)c1OC
→ -19.1%	?	11.9%	-4.8%	2.4%	-16.7%	-6.5%
> C[C@H]1Cc2c(COc3ccccc3)nc3c(c2CO1)CN(C(=O)C1CCCCC1)CC3
→ .	3.3%[9.22 µM]	-0.5%[17.4 µM]	.	.	-16.2%[10 µM]	1.2%[13.1 µM]
> CC(C)OC(=O)CSc1nc2c(c(C3CC=CCC3)c1C#N)CCC2 (stereo not drawn)
→ 8.1%	-4.6%	-2.1%	-27.7%	?	-24.7%	-0.4%
> Cc1cccc(C)c1NC(=O)CN(C)CC(=O)Nc1cc(Cl)ccc1C#N
→ -3.8%	?	-9.4%	-8.1%	?	-18.3%	-0.9%
> CN1CCN(/C=N/C2=C(C#N)C(c3ccccc3)C3=C(CC(C)(C)CC3=O)O2)CC1 (stereo not drawn)
→ 17.1%	8.5%	-4.6%	6.6%	0.3%	6.1%	-1.6%
> COc1ccc(NC(=O)CN(C)CC(=O)Nc2ccc(Cl)cc2[N+](=O)[O-])cc1
→ -5.1%	.	-1.3%	-14.7%	-1.1%	-21.8%	-1.3%
> COc1ccc(CN2C(=O)CC(C(=O)NCCc3ccc(S(N)(=O)=O)cc3)SC2=Nc2ccccc2)cc1 (stereo not drawn)
→ 10.5%[9.22 µM]	.	3.0%	11.0%	7.6%	-74.5%	10.1%
> CC(C)NS(=O)(=O)c1ccc(OCC(=O)Nc2ccc3c(c2)OCO3)cc1
→ -3.5%	.	2.6%	-6.7%	-1.2%	-34.9%[inhibitor]	-0.4%
> Cc1cc(NC(=O)c2ccc(N3C(=O)CCC3=O)cc2)no1
→ -3.0%	-0.6%	2.1%	1.5%	0.8%	-3.8%	-0.4%
> CC(C)C(=O)Nc1nnc(CCc2nnc(NC(=O)C(C)C)s2)s1
→ 2.1%	-11.1%	-4.4%	-1.0%	8.9%	24.9%[10 µM]	7.4%
> COc1cc(CNCCO)ccc1OCC(=O)Nc1ccc(Br)cc1
→ -11.4%	-6.0%	2.0%	0.5%	-10.6%	-36.9%[0.074 µM]	8.0%
> CCCCOCCCNc1ncnc2c1[nH]c1ccccc12
→ ?	?	-3.4%	-5.0%	-3.6%	-20.4%	1.5%
> N#C/C(=C\c1sc(N2CCOCC2)nc1-c1ccccc1)C(=O)Nc1cccc2ccccc12
→ -24.8%	-7.5%	5.1%	5.0%	-4.5%	3.4%[10 µM]	3.1%
> Cc1ccc(CN(C(=O)c2ccco2)C(C(=O)NC2CCCC2)c2cccnc2)cc1 (stereo not drawn)
→ .	-7.4%[46 µM]	0.4%	3.9%	10.8%	.	3.3%
> O=C(COc1ccc(=O)n(-c2ccccc2)n1)Nc1ccccc1
→ -0.8%	-3.1%	0.3%	-1.3%	2.9%	-10.8%	6.1%
> O=C(O)c1cccnc1-c1ncccc1C(=O)O
→ 8.8%	-11.0%	9.5%	-14.9%	-5.0%	-0.3%	?
> O=[N+]([O-])c1nn(-c2ccc3c(c2)OCCO3)n(O)c1=NCc1ccccc1Cl
→ 18.5%	12.6%	5.0%	-8.0%	-16.8%	-15.1%	2.4%
> CCn1c2ccccc2c2nnc(SCC(=O)c3ccccc3)nc21
→ -17.0%	-1.9%	-29.6%	-1.4%	-4.8%	9.8%	1.5%
> O=C(CCCOc1ccc(Cl)cc1Cl)NCc1ccccn1
→ ?	.	-3.5%	-0.2%	14.6%	?	-9.3%
> CCOC(=O)CNC(=O)c1cc(C)oc1C
→ 4.5%	2.3%	-7.2%	-6.6%	-1.5%	-17.2%	-2.2%
> COc1ccc(-c2nc(CS(=O)CC(=O)NCc3ccc(Cl)cc3)c(C)o2)cc1 (stereo not drawn)
→ 4.6%	-4.6%	-5.4%	-19.3%	-4.8%	-23.5%	1.6%
> C=CCn1c(N)cc(=O)nc1SCC(=O)N1CCN(c2ccc(F)cc2)CC1
→ -2.2%	-4.1%	-5.3%	-11.4%	-4.6%	0.6%[10 µM]	5.2%
> Nc1nnc(-c2cccc(F)c2)s1
→ -12.8%[9.22 µM]	.	-11.8%	3.2%	.	-3.8%[10 µM]	6.4%
> COc1ccc(NC(=O)CC2C(=O)OCC3CCCCN32)cc1Cl (stereo not drawn)
→ 2.4%	-7.1%	-3.6%	-7.6%	-0.7%	-6.4%[10 µM]	2.3%
> COC(=O)c1c(NC(=O)Cc2cccs2)sc2c1CCC(C)C2 (stereo not drawn)
→ -31.4%	-9.4%	1.6%	-7.0%	1.4%	-12.0%[10 µM]	-4.8%
> COC(=O)C1=C(C)NC(C)=C(C(=O)OC(C)C)C1c1cccc2nonc12 (stereo not drawn)
→ .	.	-10.2%&-3.9%	-8.2%	?	-6.4%	-4.7%
> Nc1ccccc1[N+](=O)[O-]
→ .	.	-7.7%	.	.	-8.7%	-17.2%[21.7 µM]
> Cc1cc(S(=O)(=O)N(Cc2ccccn2)Cc2ccco2)ccc1-n1cnnn1
→ ?	9.7%	-1.7%	2.2%	2.0%	-2.9%	0.8%
> Cc1ccc(NC(=O)c2cc3ccccc3o2)cc1S(=O)(=O)N(C)C
→ 22.9%	-0.2%	0.9%	-2.4%	-9.5%	-64.0%[inhibitor]	-3.3%
> Cc1ccc(Oc2ncnc3sccc23)cc1
→ 1.8%	10.5%	7.9%	7.0%	9.3%	.	3.2%
> O=C(COc1ncnc2c(Cl)cc(Cl)cc12)NC1CCCCCC1
→ 1.7%	-0.7%	1.7%	6.6%	-4.2%	-7.5%	3.8%
